# ROC1-CUL1 inh – inhibitors of human ROC1-CUL1 ubiquitin ligase activity; P62877+Q13616; 140,000 compounds, 0.6% hits; inhibition, % at 10 µM; in vitro K48 di-Ub FRET, acceptor:donor ratio, 45 min; in the data active = inhibition above about 25%
# Target sequence (P62877 whole entry, looked up): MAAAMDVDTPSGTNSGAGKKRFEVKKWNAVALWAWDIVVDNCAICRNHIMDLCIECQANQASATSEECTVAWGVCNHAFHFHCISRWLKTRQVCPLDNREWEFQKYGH
# Target sequence (Q13616 whole entry, looked up): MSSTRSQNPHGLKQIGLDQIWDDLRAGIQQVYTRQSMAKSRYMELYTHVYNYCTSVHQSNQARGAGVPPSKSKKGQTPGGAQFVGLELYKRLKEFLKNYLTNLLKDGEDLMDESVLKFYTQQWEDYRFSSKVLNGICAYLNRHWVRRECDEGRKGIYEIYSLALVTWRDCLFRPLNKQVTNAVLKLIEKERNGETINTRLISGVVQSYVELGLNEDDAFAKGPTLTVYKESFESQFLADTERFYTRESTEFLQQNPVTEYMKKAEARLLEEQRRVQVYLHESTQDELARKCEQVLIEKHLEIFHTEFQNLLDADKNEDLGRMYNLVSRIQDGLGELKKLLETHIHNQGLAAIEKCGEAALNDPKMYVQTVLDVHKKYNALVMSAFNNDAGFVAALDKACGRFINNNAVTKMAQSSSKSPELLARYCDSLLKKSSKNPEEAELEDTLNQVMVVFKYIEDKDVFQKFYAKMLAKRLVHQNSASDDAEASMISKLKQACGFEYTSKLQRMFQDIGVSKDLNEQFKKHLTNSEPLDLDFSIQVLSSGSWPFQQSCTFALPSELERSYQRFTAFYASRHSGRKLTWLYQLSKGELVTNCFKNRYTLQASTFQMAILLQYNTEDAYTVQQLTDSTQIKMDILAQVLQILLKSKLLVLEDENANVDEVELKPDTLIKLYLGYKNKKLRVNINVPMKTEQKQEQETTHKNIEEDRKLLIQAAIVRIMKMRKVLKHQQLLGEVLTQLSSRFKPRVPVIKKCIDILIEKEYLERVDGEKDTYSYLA
# An asterisk follows results filed as active; & = joins results of further samples. Some of the compounds tested (hit frequency here may not be typical).
Compound | ROC1-CUL1 inh
Fc1ccc(CSc2nnc(-c3cnccn3)n2Cc2ccco2)cc1 | 9
CCNS(=O)(=O)c1cnc(Cl)c(Br)c1 | -3
CC1(C)c2ssc(=Nc3ccccc3)c2-c2cccc3c2N1C(=O)C3=O | 5
O=C1CC(=C(c2ccccc2)c2ccccc2)C(=O)N1CCN1CCN(c2ccc(F)cc2)CC1 | -4
CCOC(=O)c1c2c(n(C)c1C)C(=O)C(=O)c1ccc(Br)cc1-2 | -7
O=C1CCc2cc(S(=O)(=O)NCc3ccccc3Cl)cc3c2N1CC3 | -9
COc1ccc(-c2cn3c(n2)sc2cc(C(=O)NCc4ccccc4OC)ccc23)cc1 | -5
NS(=O)(=O)c1ccc(NC(=S)NCCO)cc1 | 6
Cc1cc(Br)c(OCC(=O)N/N=C/c2cc3c(cc2[N+](=O)[O-])OCO3)c(Br)c1 | 1
CCOc1ccc(S(=O)(=O)Nc2ccccc2OC)cc1 | 10
CCc1ccc(C2c3c(-c4ccccc4)n[nH]c3C(=O)N2c2ccc(C(=O)O)cc2)cc1 (configuration not stated) | -2
CC(O)(C(=O)O)c1cccc2c1sc1ccccc12 (configuration not stated) | 2

# Compounds from the list above that have a carbonyl joined to an NH by a bond outside any ring, in the order listed:
Compound | ROC1-CUL1 inh
COc1ccc(-c2cn3c(n2)sc2cc(C(=O)NCc4ccccc4OC)ccc23)cc1 | -5
Cc1cc(Br)c(OCC(=O)N/N=C/c2cc3c(cc2[N+](=O)[O-])OCO3)c(Br)c1 | 1

# (list continues)
Compound | ROC1-CUL1 inh
COc1ccccc1OS(=O)(=O)c1ccccc1 | -2
Cc1cc(Cl)ccc1OC(C)C(=O)NCC1CCCO1 (configuration not stated) | -1
Cc1noc(NS(=O)(=O)c2ccc(NC(=O)CSc3nc4ccccc4[nH]3)cc2)c1C | -1
COc1ccc(OC)c(NC(=O)c2c(NCc3cccs3)sc3c2CCCC3)c1 | -7
C/C(=N\NC(=O)c1nnn(-c2nonc2N)c1CN1CCOCC1)c1ccccc1O | 5
COc1ccc(N2CCN(C3CC(=O)N(c4ccc5c(c4)OCCO5)C3=O)CC2)cc1 (configuration not stated) | 5
COc1cccc(C(=O)Oc2cccc3c2C(=O)c2ccccc2C3=O)c1OC | -5
S=C1NCCOCCNC(=S)NCCOCCOCCOCCN1 | 0
O=C1c2ccc(-c3nc4cc(Cl)ccc4c(=O)o3)cc2C(=O)N1c1ccccc1-c1ccccc1 | -2
COc1ccc(C(=O)Nc2ccc(-c3nc4ccccc4s3)c(Cl)c2)cc1Cl | 4
CCCCCC(C)NC(=O)c1sc2ccccc2c1Cl (configuration not stated) | 12
N=c1c2c(n(Cc3cccc(Cl)c3)c3ccccc13)CCC2 | 0

Compound | ROC1-CUL1 inh
Cc1cc(/C=C2\C(=O)NC(=S)N(C)C2=O)c(C)n1-c1ccccc1F | 2
COC(=O)CSc1nc2ccc(Nc3nc(N4CCCCC4)nc(N4CCCCC4)n3)cc2s1 | 5
COc1ccccc1-c1c(C)nn2c(N3CCN(c4ccc(Cl)cc4)CC3)cc(C)nc12 | -9
O=C1CC(c2coc3ccccc3c2=O)Sc2ccccc2N1 (configuration not stated) | 3
O=S(=O)(NCC1CCCO1)c1ccc(Cl)nc1 (configuration not stated) | -4
Cc1ccc(C2=NN3C(=N)/C(=C/c4ccccc4)C(=O)N=C3S2)cc1 | 0
COc1cc(Br)c(S(=O)(=O)N=C2C(=O)N(c3ccccc3)N(C)C2C)cc1OC (configuration not stated) | 8
Cc1[nH]nc2c1CCCCCCCCCC2 | -7
C=CCn1c(SCC(=O)NCCOCCO)nc2sc(C)c(C)c2c1=O | 0
Cc1oc(-c2cccc(Cl)c2)nc1CN1CCN(c2cnccn2)CC1 | -3
CC(C)n1c(-c2ccccc2)nc(=S)c2c1CCCC2 | -6
COc1ccc(CC2=NOC(C(=O)N3CCC(OCc4ccccc4)CC3)C2)cc1 (configuration not stated) | 2

Compound | ROC1-CUL1 inh
C#CCN(CC=C)C(=O)c1cn(CC2CCCO2)nn1 (configuration not stated) | 0
COCc1ccc(C(=O)Nc2ccc(-c3nc(CNC(=O)CCn4nccc4C)c(C)o3)cc2)o1 | -15
COc1cccc(CNC(=O)CCc2c(C)nc3c(c(C)nn3-c3ccc(C)c(C)c3)c2C)c1 | -12
CS(=O)(=O)c1ccc2nc(NC(=O)CS(=O)(=O)c3ccc(Cl)cc3)sc2c1 | -9
O=C(CSc1nc2c(oc3ccccc32)c(=O)n1-c1ccccc1)Nc1ccc(F)c(Cl)c1 | 2
Cc1ccc(Cl)cc1NC(=O)c1csnn1 | -6
CCOC(=O)C1C(=N)OC(C)=C(C#N)C1c1ccco1 (configuration not stated) | 2
COc1ccc(NC(=O)c2cc(-c3ccccc3F)no2)cc1 | 1
Cc1cccc2c1OC(=O)c1cccc(C)c1OC2=O | -8
CCOc1ccccc1C1C(C(=O)Nc2ccccc2)C(C)=Nc2nc(-c3ccccc3)nn21 (configuration not stated) | 2
CCC(C)NS(=O)(=O)c1ccc(N2CCCCS2(=O)=O)cc1 (configuration not stated) | -1
C1=CC2Oc3ccccc3SC2C=C1 (configuration not stated) | -4

Compound | ROC1-CUL1 inh
CCc1cc(C(=O)Nc2cnn(Cc3ccccc3C)c2)no1 | 1
O=C1OC2(CCCC2)OC(=O)C1=Cc1ccc2c(c1)OCO2 | 9
Cc1cnc(C(=O)N2CCc3onc(-c4ccc5c(c4)OCO5)c3C2)cn1 | 1
Cc1ccccc1NC(=O)CSc1nc(-c2ccccc2)cc(C(F)(F)F)n1 | -8
NC1=NC(=Nc2cccc(C(F)(F)F)c2)c2ccccc21 | -3
Cc1nc(N2CCCC(C(=O)NCCC(C)C)C2)nc2cc(S(C)(=O)=O)ccc12 (configuration not stated) | -3
O=C(Nc1cc(Cl)ccc1O)c1cc(-c2ccc3c(c2)OCO3)on1 | 1
COc1ccc(NC(=O)Cc2csc(COc3cccc(C)c3)n2)c(OC)c1 | -4
C=CCn1c(=O)c2c(nc3oc(-c4ccccc4)cn32)n(C)c1=O | -4
O=C(c1ccccc1Br)N1CCN(C(c2ccccc2)c2ccccc2)CC1 | 0
COC(=O)CCNc1ccc(-c2nc(Cc3ccc(OC)cc3)no2)cn1 | -11
COc1ccc(/C=C2/SC(=S)N(CCCCCC(=O)Nc3ccccc3C(=O)O)C2=O)cc1 | 14

# Reprinted at random: two compounds from above.
Compound | ROC1-CUL1 inh
Cc1cnc(C(=O)N2CCc3onc(-c4ccc5c(c4)OCO5)c3C2)cn1 | 1
Cc1nc(N2CCCC(C(=O)NCCC(C)C)C2)nc2cc(S(C)(=O)=O)ccc12 (configuration not stated) | -3

# New compounds follow:
Compound | ROC1-CUL1 inh
O=c1ccn(-c2nnnn2-c2ccccc2)cc1 | 7
CCN1CCN(S(=O)(=O)Cc2ccc(Br)cc2)CC1 | -2
C=CCN1C(=O)c2c(sc3c2CCCC3)NC1SCC(=O)OCC (configuration not stated) | 13
Cc1c(-c2ccccc2)c(=O)oc2c(CN3CCN(C)CC3)c(O)ccc12 | 1
Cc1ccccc1CNC(=O)CCCn1ncn2c(cc3occc32)c1=O | 2
CCOC(=O)C1C(C)=NC(=S)NC1c1ccc(O)cc1 (configuration not stated) | -11
CCNC(=O)C1CCCN(C2CCN(C)CC2)C1 (configuration not stated) | -9
O=C(CNC(=O)c1ccc(Br)cc1)NCC(=O)OC(C(=O)c1ccccc1)c1ccc(Cl)cc1 (configuration not stated) | -1
Cc1nnc(N/N=C/c2cc(C)n(-c3ccc(F)cc3)c2C)n1N | -5
CCCCN1C2OC(C3OC4C(O3)N(CCCC)S(=O)(=O)N4CCCC)OC2N(CCCC)S1(=O)=O (configuration not stated) | -3
CCOc1ccccc1NC(=O)C1CCN(S(=O)(=O)c2ccc(Br)cc2)CC1 | -8
CN(C)CCCC1(O)c2ccccc2CSc2sccc21 (configuration not stated) | -3

Compound | ROC1-CUL1 inh
CC(=O)Oc1cc(=O)n(C)c2cc(C)n(C)c(=O)c12 | 8
COc1ccc(N2C(=O)CC(Sc3nc(C)c4ccc(C)cc4n3)C2=O)cc1 (configuration not stated) | -8
COc1ccccc1C(=O)Nc1c(C(=O)Nc2ccccc2F)oc2ccccc12 | -1
Cc1cccc(NC(=O)c2c(NC(=O)c3ccco3)sc3c2CCC(C)C3)c1 (configuration not stated) | 5&0
CCC1CCc2nc3sc(C(=O)Nc4ccccc4C)c(N)c3cc2C1 (configuration not stated) | -12
COc1ccccc1Nc1c2c(nc3ccc(NC(=O)c4cccc(F)c4)cc13)CCCC2 | 2
O=C(CC1NCCNC1=O)Nc1cccc(F)c1 (configuration not stated) | -6&2
CN(C)CCC1CN(c2nc3ccccc3s2)CCO1 (configuration not stated) | 5
COC(=O)c1ccc(Cn2c(-c3cncs3)nc3ccccc32)cc1 | -3
CCOC(=O)C1=NNC(c2ccccc2)(c2ccccc2)C1C(=O)OCC (configuration not stated) | 9
O=C(c1cc(-c2ccc(Cl)cc2)on1)N(Cc1cccc(F)c1)Cc1ccco1 | -6
N#CC1C(=O)N=C(SCC(=O)c2cc3ccccc3oc2=O)C(C#N)C12CCCCC2 (configuration not stated) | 6

Compound | ROC1-CUL1 inh
COc1ccc(Cn2c(=O)c3oc4ccccc4c3n(Cc3cccc(C)c3)c2=O)cc1 | -7
COc1ccc(CN2C[C@H](O)[C@@H](N3CCN(c4ccccn4)CC3)C2)cc1C | -4
CCOc1c(/C=N/NC(=O)c2ccc(NS(=O)(=O)c3ccc(C)cc3)cc2)cccc1OC | -6
O=[N+]([O-])c1ccc(Sc2ccccc2Cl)nc1 | 10
Cc1ccnc(NC(=O)C23CC4CC(C2)CC(n2ncnn2)(C4)C3)c1 | -1
Cc1nn2c(Cc3ccccc3)nnc2s1 | -2
CCn1c(C)cn2c3c(=O)n(Cc4ccc(C)cc4)c(=O)n(C)c3nc12 | 17
CCc1ccc(OCCNc2cc(NCC(C)O)ccc2[N+](=O)[O-])cc1 (configuration not stated) | -1
CSc1ccccc1NC(=O)N1CCCC(CNC(=O)c2cccnc2)C1 (configuration not stated) | -13
Cc1cccc(Nc2nnc(-c3ccc(C)c(S(=O)(=O)N4CCOCC4)c3)c3ccccc23)c1 | -4
O=C1Cc2ccccc2C(=C2CCNCC2)c2ccsc21 | 14
CCn1c(NC2CC(=O)N(c3ccccc3C(F)(F)F)C2=O)nc2ccccc21 (configuration not stated) | 3

Compound | ROC1-CUL1 inh
N#Cc1nc(/C=C/c2ccc(F)cc2)oc1N1CCN(c2ccccc2)CC1 | 1
Cc1ccccc1C(=O)Nc1sc2c(c1C(=O)N1CCC(C)CC1)CCC(C)C2 (configuration not stated) | -7
COc1ccccc1C(=O)Nc1ccc(C)cc1Br | -5
COc1ccc(CC(=O)Nc2cccc(-c3nc4ccccc4c(=O)o3)c2)cc1 | 8
CCOC(=O)C(C(=O)c1ccc(OCc2ccccc2)c(OC)c1)C(C(=O)OCC)C(=O)c1ccc(OCc2ccccc2)c(OC)c1 (configuration not stated) | 1
COc1ccc(-c2nc3ccc(O)cc3c(=O)o2)cc1 | 2
Cc1occc1C(=O)NC1CCCN(C2CCN(C)CC2)C1 (configuration not stated) | -4
Cc1ccc2nc(N(CCCN(C)C)C(=O)c3ccco3)sc2c1 | -1
CCOc1ccc(C(=O)N2CCN(Cc3cc(=O)n4nc(-c5cccc(OC)c5)sc4n3)CC2)cc1 | 6
CCc1ccc(N=C2S/C(=C/C=C/c3ccccc3)C(=O)N2C2CCCCC2)cc1 | -11
O=C(c1ccc2nc(C3CC3)oc2c1)N1CCN(C(=O)c2ccco2)CC1 | 5
Cc1cc([N+](=O)[O-])cnc1Sc1ncccc1N | 5

Compound | ROC1-CUL1 inh
O=C(Nc1ccon1)c1sc2cccc(F)c2c1Cl | -1
C/C(Cl)=C/CSc1nc2c(c(=O)[nH]c(=O)n2C)n1Cc1ccccc1Cl | -5
CC(C)(C)C(=O)/C(=N\OC(=O)Nc1ccc(Cl)cc1)n1cncn1 | 3
CSc1cccc(NC(=O)N2CCN(S(=O)(=O)c3ccc4c(ccn4C)c3)CC2)c1 | 10
O=C(CSc1nc2ccccc2s1)c1c[nH]c2ccccc12 | 8
O=S(=O)(c1ccc(F)cc1)N1CCC(Oc2cccc(C(F)(F)F)c2)CC1 | -1
O=C(NCCc1ccccc1)c1cc(-c2ccc(Br)cc2)on1 | -4
CCOc1ccc2nc(N3CCCC(C(=O)NCCCOC)C3)sc2c1 (configuration not stated) | 0
CC(C)Oc1ccc(/C=C2/SC(=S)NC2=O)cc1 | 6
Cc1nnc(Cl)c2nn(-c3ccccc3)c(C)c12 | 1
CCOc1ccccc1NC(=O)c1cccc(F)c1 | -3
CCC1=NN2C(=N)/C(=C/c3ccc(OCc4ccccc4)cc3)C(=O)N=C2S1 | 10

# The list goes on, overlapping the part above by 5 compounds.
Compound | ROC1-CUL1 inh
CCOc1ccc2nc(N3CCCC(C(=O)NCCCOC)C3)sc2c1 (configuration not stated) | 0
CC(C)Oc1ccc(/C=C2/SC(=S)NC2=O)cc1 | 6
Cc1nnc(Cl)c2nn(-c3ccccc3)c(C)c12 | 1
CCOc1ccccc1NC(=O)c1cccc(F)c1 | -3
CCC1=NN2C(=N)/C(=C/c3ccc(OCc4ccccc4)cc3)C(=O)N=C2S1 | 10
COc1ccc(N=C2C(=Nc3ccc(OC)cc3)N(c3ccc(N(C)C)cc3)C(=S)N2c2ccc(OC)cc2)cc1 | -1
CCCCCCc1cc(C#N)c(CCCCCC)cc1C#N | 16
O=C(CSc1nc2sc3c(c2c(=O)[nH]1)CCCC3)NCc1ccco1 | 3
CCOc1ccccc1/C=C1\C(=O)N(c2ccc(C)cc2)C(C)=C1C(=O)OC | -1
CCCn1cc(S(=O)(=O)c2cc(C)ccc2C)c(=O)c2cc(F)c(N3CCCCCC3)cc21 | -4
Nc1ncc([N+](=O)[O-])cc1S(=O)(=O)c1ccccc1 | 4

# Look-ups from the entries so far.
# Reading for Nc1ncc([N+](=O)[O-])cc1S(=O)(=O)c1ccccc1 under ROC1-CUL1 inh: 4
# Reading for CCCCCCc1cc(C#N)c(CCCCCC)cc1C#N under ROC1-CUL1 inh: 16
# Reading for COc1ccc(N=C2C(=Nc3ccc(OC)cc3)N(c3ccc(N(C)C)cc3)C(=S)N2c2ccc(OC)cc2)cc1 under ROC1-CUL1 inh: -1
# Reading for O=C(CSc1nc2sc3c(c2c(=O)[nH]1)CCCC3)NCc1ccco1 under ROC1-CUL1 inh: 3
# Reading for CCOc1ccccc1/C=C1\C(=O)N(c2ccc(C)cc2)C(C)=C1C(=O)OC under ROC1-CUL1 inh: -1

# Screening data: PubChem BioAssay, Icahn School of Medicine at Mount Sinai
